GPR55 LPI antagonism: inhibition of LPI-stimulated GPR55 beta-arrestin translocation – imaging, U2OS, beta-arrestin-GFP, LPI agonist, primary screen (AID 2013); one-dose inhibition, % at 10 µM; IC50 in µM for titrated hits; 290,000 compounds, 0.13% hits; U2OS GPR55 beta-arrestin-GFP translocation imaging, LPI antagonism; higher % means a stronger effect;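 active means spots per cell inhibited over 60%, with over 100 cells counted and total cytoplasm intensity under 500,000; inconclusive means wells with under 100 cells, flagged as likely toxic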;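 further: U2OS cells stably carrying GPR55 and arrestin-GFP stimulated by 5 µM LPI near EC80; imaged beta-arrestin-GFP aggregate spots per cell after agonist stimulation; plate controls were LPI-stimulated DMSO wells for no effect and DMSO wells without LPI for full effect; some results filed as inactive read as strong as hits; confirmed hits need IC50 under 10 µM and bright autofluorescent wells are also inconclusive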
SV40 large T antigen: SV40 large T antigen inhibitors, biochemical (AID 1903) | SV40 large T antigen ATPase/helicase inhibition assay; higher % means a stronger effect | inhibition, % at 20 µM; hits with a dose series show IC50 in µM | 310,000 compounds, 0.39% hits; in the data active means a potency from the dose series; inconclusive means inhibition mostly from about 32% at the one dose, without a potency; inactive means the rest, 99 in 100 with inhibition below about 32%; further: strong numbers were not always called active
KOR beta-arrestin-1: KOR agonists, beta-arrestin recruitment, primary screen, cell-based, luminescence, uHTS (AID 1777); KOR beta-arrestin recruitment, luminescence; higher % means a stronger effect; activation, % at 10 µM; hits with a dose series show EC50 in µM; 280,000 compounds, 0.02% hits; in the data active means activation above about 50%, passing the limit was not always enough; further: a part of the inactive calls stands beside numbers as strong as those of hits
NOD1 inhibition: inhibition of NOD1-driven NF-kB reporter – cell-based, luminescence, uHTS, primary screen (AID 1578). 290,000 compounds, 1% hits. inhibition, % at 4 µM, or EC50 in µM where a hit was titrated. NOD1-driven NF-kB luciferase reporter cells, luminescence; higher % means a stronger effect; in the data active means inhibition mostly above about 36%, no sharp cut-off; inactive means mostly below about 34%;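 further: HEK-293T reporter cells stimulated with the NOD1 agonist gamma-tri-DAP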
GPR55 activation: selective activators of receptor GPR55 – imaging, U2OS cells, beta-arrestin-GFP redistribution, primary screen (AID 1961); U2OS GPR55 beta-arrestin-GFP redistribution imaging; higher % means a stronger effect; activation, % at 10 µM, or EC50 in µM where a hit was titrated; 290,000 compounds, 0.048% hits;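 active means activation above 40% with more than 50 cells counted in the well; inconclusive means wells holding fewer than 50 cells, flagged as toxic or sparse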;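 further: U2OS osteosarcoma cells stably expressing GPR55 and beta-arrestin-GFP; plate controls were DMSO negative control for no effect and LPI positive control for full effect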
KOR beta-arrestin-2: kappa opioid receptor blockers – cell-based, luminescence, uHTS (AID 1778). KOR beta-arrestin recruitment, luminescence, antagonist mode; higher % means a stronger effect. one-dose inhibition, % at 10 µM; IC50 in µM for titrated hits. 290,000 compounds, 0.091% hits; further: strong numbers were not always called active
Rac1 GTP hydrolysis: MgcRacGAP GTPase-activating activity inhibitors, confirmation, biochemical, ADP Hunter fluorescence. one-dose inhibition, % at 30 µM; IC50 in µM for titrated hits. AID 624330. 340,000 compounds, 0.6% hits. MgcRacGAP-stimulated Rac1 GTP hydrolysis, ADP Hunter fluorescence; higher % means a stronger effect; GST-tagged Rac1 F28L mutant substrate;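 active means first-screen hits whose inhibition reached a set limit at any dose in the follow-up dose series; inconclusive means inhibition above the set first-screen limit but never retested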;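 further: fluorescence reports GDP produced by GAP-driven GTP hydrolysis; strong numbers were not always called active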
NOD2 inhibition: inhibition of NOD2-driven NF-kB reporter – cell-based, luminescence, uHTS, HEK293 (AID 1566) | HEK293 NOD2/NF-kB luciferase reporter, luminescence; higher % means a stronger effect | one-dose inhibition, % at 4 µM; EC50 in µM for titrated hits | 290,000 compounds, 0.63% hits; further: many of its hits are not listed in these tables
HIV fusion peptide: inhibitors of HIV fusion peptide binding, primary screen, biochemical, uHTS, fluorescence dequenching (AID 1986). cell-free peptide binding, fluorescence dequenching, 30 min; higher % means a stronger effect. 290,000 compounds, 0.3% hits. one-dose inhibition, % at 20 µM; IC50 in µM for titrated hits; in the data active means inhibition mostly above about 52%, no sharp cut-off; inactive means mostly below about 76%; further: some results filed as inactive read as strong as hits
Starred values were filed as active, the others as inactive; ? = inconclusive; . = not tested or not shown; [ ] = another dose, or the depositor's remark. Unless noted, no stated cut-off is given here; in the data, active means inhibition above about 50%; inactive means the rest. Only part of the results is shown; rates above refer to the full screens.

SMILES | GPR55 LPI antagonism | SV40 large T antigen | KOR beta-arrestin-1 | NOD1 inhibition | GPR55 activation | KOR beta-arrestin-2 | Rac1 GTP hydrolysis | NOD2 inhibition | HIV fusion peptide
C=CCNC(=O)Cn1nc(-c2ccccc2)ccc1=O | 6% | -2% | 6.8% | -22% | -0.4% | 10% | -6% | -8% | -0.3%
Cc1cc(NCc2ccco2)nc2cc(O)ccc12 | -11% | 7% | 1.8% | -26% | -0.5% | 31% | 16% | 10% | -1.2%
O=C(CSc1n[nH]c(=O)n1-c1ccccc1)Nc1ccccc1C(F)(F)F | 4% | 12% | -2.2% | -15% | -0.1% | -14%[20 µM] | 7% | 23% | -0.2%
O=C(NCCc1ccccc1)C1CCN(C(=O)c2sccc2-n2cccc2)CC1 | 7% | 1% | -1.1% | 13% | 0.4% | 8% | 7% | 14% | 2.4%
O=C(Nc1ccccc1Cl)c1cc2ccccc2o/c1=N\O | 3% | -2% | -0.4% | 14% | -0.1% | -40%[20 µM] | 8% | -92% | -1.2%
CCN(CC)S(=O)(=O)c1ccc(-c2nnc(SCC(=O)Nc3cc(OC)cc(OC)c3)o2)cc1 | -2% | 6% | 1.3% | -3% | 0.2% | -3% | 1% | 13% | 6.1%
Cc1coc2cc3oc(=O)c(CC(=O)N4C[C@H]5C[C@@H](C4)c4cccc(=O)n4C5)c(C)c3cc12 | 2% | . | -1.9% | 35% | -0.1% | -43%[20 µM] | -2% | 14% | -1.4%
Cc1ccc(-n2[nH]c(C)c(C=Nc3ccc(S(=O)(=O)Nc4nccs4)cc3)c2=O)cc1 | 5% | 8% | -0.9% | -14% | 0.5% | 33% | . | 8% | 16%
CCCCCn1c(=O)[nH]c2cc(C(=O)NCCN3CCC(C)CC3)ccc2c1=O | 3% | 11% | 0.8% | -20% | 1.5% | -43% | 5% | 3% | 1.5%
Cc1c(NC(=O)NCCN2C(=O)C3C4C=CC(C4)C3C2=O)c(=O)n(-c2ccccc2)n1C (configuration not stated) | 4% | 3% | -3.1% | 0% | 0.9% | 31% | 2% | 1% | 2.1%
Cc1cc(NC(=O)CSc2ccc3nnc(-c4ccc(Cl)cc4)n3n2)no1 | 5% | -13% | -5.3% | -8% | -0.1% | -14% | 4% | 6% | 0.2%
CCc1nnc(NC(=O)Cn2nc(-c3ccc(OC)c(OC)c3)ccc2=O)s1 | 3% | 11% | -2.3% | -40% | -0.1% | -11% | 4% | 3% | -0.1%
CCc1nn2c(=O)cc(COc3ccc(/C=C4\C(=N)N5N=C(CC(C)C)SC5=NC4=O)cc3)nc2s1 | -15% | 9% | 2.4% | 2% | -1.9% | -10% | . | -8% | 22%
O=C(CCN1C(=O)/C(=C/c2ccc(Cl)cc2)SC1=S)Nc1ccc(C(=O)O)cc1 | 7% | 24% | -2.4% | -9% | -0.1% | -1% | 14% | 13% | 49%
Cc1nn(CC(=O)N2CCCC2)c(=O)c2nn(-c3ccccc3)c(C)c12 | 5% | 14% | -5.3% | -30% | 0.6% | 19% | 8% | 5% | 0.3%

The closing 2 entries of the section above open the next one:
SMILES | GPR55 LPI antagonism | SV40 large T antigen | KOR beta-arrestin-1 | NOD1 inhibition | GPR55 activation | KOR beta-arrestin-2 | Rac1 GTP hydrolysis | NOD2 inhibition | HIV fusion peptide
O=C(CCN1C(=O)/C(=C/c2ccc(Cl)cc2)SC1=S)Nc1ccc(C(=O)O)cc1 | 7% | 24% | -2.4% | -9% | -0.1% | -1% | 14% | 13% | 49%
Cc1nn(CC(=O)N2CCCC2)c(=O)c2nn(-c3ccccc3)c(C)c12 | 5% | 14% | -5.3% | -30% | 0.6% | 19% | 8% | 5% | 0.3%
O=C(Nc1ccncc1)C1CCC(CNS(=O)(=O)c2cccc3nsnc23)CC1 (configuration not stated) | 2% | -8% | 4.5% | 13% | 0.3% | -30% | -1% | 2% | -1.3%
CCc1nc2ccccc2c(NC(=O)CN2CC(C)CC(C)C2)c1C (configuration not stated) | 11% | 2% | 0.8% | -9% | -0.3% | -2% | 5% | -1% | 1.2%
CC1CC(C)CN(CCCNC(=O)c2csc3c2CCCCC3)C1 (configuration not stated) | 7% | 0% | -2.5% | -16% | -0.3% | 28% | 3% | -49% | -1.7%
COC(=O)CCC(NS(=O)(=O)OCC(Cl)(Cl)Cl)c1ccccc1 (configuration not stated) | -1% | 11% | -1.6% | -18% | -0.1% | -26%[20 µM] | 3% | -3% | -0.5%
Cn1nnnc1SCc1ccc(F)cc1 | -5% | 2% | 8.7% | 4% | -0.3% | -9% | -12% | 8% | -1.7%
C/C(=N\OCC(=O)Nn1c(=O)[nH]c2ccccc2c1=O)c1cccs1 | 13% | 6% | -1.7% | -21% | 0.2% | -1% | 0% | 0% | -1.8%
Cc1csc(SCC(=O)Nc2nc(-c3ccccc3)cs2)n1 | 12% | 16% | 1.3% | -49% | -0.2% | 11% | 7% | -30% | 1.2%
CCC1(C(=O)c2ccccc2)C(c2cccc([N+](=O)[O-])c2)C1(C(=O)OC)C(=O)OC (configuration not stated) | 16% | 9% | 2.2% | -7% | 0.2% | 21% | 4% | -2% | 0.8%
C=CCOCC(O)Cn1c(N2CCCC2)nc2c1c(=O)[nH]c(=O)n2C (configuration not stated) | -2% | 9% | -4.3% | -29% | -0.2% | -5% | -3% | 1% | -0.7%
O=c1nc(-c2ccccc2)c(-c2ccccc2)n[nH]1 | -1% | 3% | -1.0% | -13% | -0.3% | 1% | 8% | -20% | -2.3%
Cc1ccc(C#N)c(SCCN2CCCCC2)n1 | 7% | 20% | 5.3% | 3% | -0.2% | 0% | 7% | 13% | 3.0%
Cc1cccc(-c2noc(CN(C)C(=O)COc3ccccc3)n2)c1 | -6% | 14% | 7.6% | -10% | 0.5% | -20% | 3% | 10% | 0.1%
CC(=O)c1ccc(S(=O)(=O)Oc2ccc(-c3ccc(C(=O)O)cc3)cc2)cc1 | 7% | 6% | -3.7% | 4% | -0.1% | -17% | 2% | 6% | 3.8%
O=C(NC(=S)NCc1cccnc1)c1ccccc1[N+](=O)[O-] | 8% | 16% | 3.0% | 1% | -0.2% | . | 5% | 19% | -1.9%
C/C(=N\NC(=O)c1cc2ccccc2cc1O)c1ccc(C)o1 | -20% | 20% | 4.8% | -4% | -0.1% | 21% | 24% | -12% | 22%
Cc1nnc(C)n1N | -6% | 22% | 1.6% | -10% | -0.3% | -21% | 1% | -6% | -0.7%
Cn1nccc1NC(=O)Nc1cccc(Br)c1 | 8% | 7% | -1.0% | -19% | -0.1% | 11% | -9% | -9% | -0.9%
COc1ccc(C(c2nnnn2CC2CCCO2)N2CCC(C(N)=O)CC2)cc1 (configuration not stated) | 4% | 8% | -4.8% | -41% | 0.4% | -13% | 4% | 7% | 1.9%
Oc1ccccc1-c1cc(-c2ccc3c(c2)OCCO3)n[nH]1 | 12% | 6% | 0.3% | -21% | -0.2% | 4% | 9% | -214% | -1.0%
COc1ccc(/C=N/N=C2\SC(CC(=O)O)C(=O)N2c2ccccc2)c(OC)c1 (configuration not stated) | 3% | 6% | -2.4% | -24% | 0.0% | -6% | 10% | 18% | 0.9%
O=C(C1=C(O)C(=O)N(CCOCCO)C1c1cccc([N+](=O)[O-])c1)c1cccs1 (configuration not stated) | 10% | 21% | 1.9% | -4% | -0.1% | 12% | -2% | 8% | -1.8%
COc1ccccc1-c1nc(-c2ccc(Br)cc2)no1 | -1% | 0% | -0.6% | -63% | -0.2% | 11% | 8% | -37% | -0.2%
COc1ccc(CCN2CCCn3c2nc2c3c(=O)n(C)c(=O)n2C)cc1OC | 4% | . | -0.5% | 1% | -0.1% | 12% | 3% | 6% | 0.2%
O=C(NC(=S)NCC1CCCO1)c1ccco1 (configuration not stated) | 12% | 4% | -4.2% | -20% | 0.9% | -16% | 4% | -3% | 1.8%
O=C(c1ccc(S(=O)(=O)N2CCOCC2)cc1)N1CCc2ccccc21 | 7% | -3% | -4.1% | -19% | 0.3% | 0% | 2% | -4% | -0.9%
Cc1cc(C)nc(SSc2nc(C)cc(C)n2)n1 | 12% | 28µM* | -0.7% | -16% | -0.1% | 10% | ? | 7% | 1.0%
NCCSC1CC(=O)N(c2ccc(Cl)c(Cl)c2)C1=O (configuration not stated) | 8% | 5% | -3.7% | -47% | -0.2% | 24% | -3% | 3% | -0.7%
CCOC(=O)c1sc(NC(=O)CSc2n[nH]c(-c3ccc(Cl)cc3Cl)n2)c(C#N)c1C | -7% | 11% | 0.0% | 2% | -0.1% | -5% | 2% | 41% | -4.5%
CCOc1ccc(N2CC(C(=O)NCCc3c[nH]c4ccc(OC)cc34)CC2=O)cc1 (configuration not stated) | 4% | 12% | -0.4% | -1% | 1.3% | 0% | 3% | 1% | 0.3%
Cn1c(=O)c2c(nc(Br)n2C)n(C)c1=O | 2% | 25% | 0.3% | -4% | -0.2% | 5% | 5% | 10% | -1.3%
CC(C)NC(=O)CSCc1c(F)cccc1Cl | 1% | 27% | 4.7% | -13% | -0.2% | -7% | 9% | 3% | -1.2%
COc1ccc(CCNC(=O)CCN2C(=O)C(C)Oc3ccc(C)cc32)cc1OC (configuration not stated) | -7% | 9% | -0.5% | 3% | 0.0% | -19% | -3% | 5% | 1.2%
CCOc1cccc(-c2nn(-c3ccccc3)cc2/C=C(/C#N)C(=O)NCCCn2ccnc2)c1 | 5% | 26% | -2.5% | 44% | 0.1% | -85% | 5% | -11% | 1.3%
Cc1nc2cc(C(=O)OCC(=O)NC34CC5CC(CC(C5)C3)C4)ccc2n1-c1ccccc1 | 9% | 16% | -2.0% | -39% | 0.1% | 17% | 6% | 17% | -2.2%
CCOc1ccc(CN(C)C(=O)CNC(=O)c2ccccc2)cc1 | 4% | 2% | -3.7% | -1% | 0.0% | -2% | 5% | 12% | 1.0%
COc1ccccc1CC(=O)N1CCC(n2nccc2NC(=O)C2CCOC2)CC1 (configuration not stated) | -1% | 21% | 5.7% | -18% | 0.3% | -31% | 7% | 3% | 1.7%
C=C1CCN(C(CC(C)C)C(=O)OC)S(=O)(=O)c2ccccc21 (configuration not stated) | 21% | 10% | -5.5% | 1% | 0.0% | 15% | 0% | 10% | 0.9%
CCOCCCN(C(=O)Cn1nnc(-c2ccc(C)o2)n1)C(C(=O)NCC1CCCO1)c1ccc(F)cc1 (configuration not stated) | 4% | 18% | . | 2% | -0.1% | 11% | 8% | -3% | -1.8%
COc1ccc(C2N(C(=O)CN3CCOCC3)CCN2S(=O)(=O)c2ccccc2)cc1 (configuration not stated) | 15% | 3% | -1.7% | -8% | -0.2% | 20% | 2% | 1% | 1.2%
O=C1CN(C(=O)COC(=O)c2cnc(Cl)c(Cl)c2)c2ccccc2N1 | 4% | -2% | 0.3% | -17% | -0.2% | 9% | 9% | -5% | 0.2%
